Screening data as filed in PubChem BioAssay.
GLA spleen mod – inhibitors or activators of human alpha-galactosidase in spleen homogenate; P06280; human spleen homogenate, 4MU-alpha-Gal fluorescence, 40 min; Potency, µM (doses to about 80 µM), inactives show at the highest dose activity change, negative = inhibition, hits mostly inhibitors; 0.008% of 240,000 active; AID 2107;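 further: 0% = enzyme with vehicle and -100% = no enzyme basal signal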
Target sequence (P06280 32-429 limits assumed): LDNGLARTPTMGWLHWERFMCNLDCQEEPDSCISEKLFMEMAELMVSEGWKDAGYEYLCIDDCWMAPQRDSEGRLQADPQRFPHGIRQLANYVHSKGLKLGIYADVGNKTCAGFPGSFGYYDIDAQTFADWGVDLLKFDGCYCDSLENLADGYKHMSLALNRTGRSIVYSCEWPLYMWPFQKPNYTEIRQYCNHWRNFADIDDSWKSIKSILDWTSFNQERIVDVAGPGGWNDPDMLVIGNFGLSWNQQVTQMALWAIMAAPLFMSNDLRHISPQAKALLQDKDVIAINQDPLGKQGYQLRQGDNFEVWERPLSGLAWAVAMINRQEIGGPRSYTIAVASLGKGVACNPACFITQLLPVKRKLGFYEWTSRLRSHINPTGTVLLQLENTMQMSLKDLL
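Human spleen homogenate (1 ug) as enzyme source, 4-methylumbelliferyl-alpha-D-galactopyranoside 1 mM final, citrate/phosphate pH 5.0 with 0.01% Tween-20. Compounds 40 min at 37C, NaOH/glycine stop; fluorescence Ex 365/Em 440, Hill-fit AC50.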
GAA inhib – alpha-glucosidase (human) inhibition; purified human GAA, 4-MU-alpha-glucoside fluorescence; AID 1466; 0.005% of 200,000 active; Potency, µM (highest dose often 76.9 µM), for inactives: at the highest dose activity change, negative = inhibition, hits mostly inhibitors;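 further: plate controls were uninhibited enzyme wells for no effect and no-enzyme background for full effect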
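AC50 values come from Hill fits of compound titrations (up to 77 uM) against 4 nM human enzyme. Substrate 4-methylumbelliferyl-alpha-D-pyranoside at 400 uM, pH 5.0 citrate buffer, 20 min room temperature; fluorescence Ex 365/Em 440 after alkaline stop.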
aGlu spleen mod – inhibits or activates alpha-glucosidase in human spleen homogenate; 0.006% of 240,000 active; Potency, µM (highest dose often 79.9 µM), for inactives: top-dose activity change, negative = inhibition, hits mostly inhibitors; human spleen homogenate, 4-MU-alpha-glucoside fluorescence; P10253; AID 2112;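 further: 0% = enzyme with vehicle and -100% = no enzyme basal signal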
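Compounds were titrated against alpha-glucosidase in spleen homogenate at pH 5.0, with 1 mM 4-methylumbelliferyl substrate for 40 min at 37 C. Reactions were quenched with pH 10 NaOH/glycine and fluorescence measured.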
HTT cytoprotect – cytoprotection in Huntington HTT-Q103 PC12 cell model; Potency, µM (top dose mostly 56.4 µM), without a hit: cytoprotection (ATP increase), most hits filed as activators; AID 1471; 0.14% of 230,000 active; PC12 HTT-Q103 induced, cytoprotection, ATP luminescence, 40 h;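 further: % of control where 0% means no effect; nearly all actives have a fitted effect of over 45% in size; toxic huntingtin expression switched on by the ecdysone agonist tebufenozide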
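Rat PC12, Q103 Htt exon1-GFP fusion, ecdysone promoter; tebufenozide inducer 100 nM final; compound titration; qHTS, 1500 cells/well; ATPlite luminescent read.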
Tau fluor counter – counter-screen for tau fibril formation inhibitors; tau K18 P301L Alexa594 fluorescence, heparin fibrillization; Potency, µM (titrated, usually from 57.7 µM), inactives show at the highest dose activity change, negative = decrease; 0.93% of 280,000 active; AID 1463; further: on the % scale 0 is the no-effect control and ±100 the full control effect; nearly all actives have a fitted effect of over 55% in size
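Human tau K18 P301L (15 uM unlabeled, 0.24 uM Alexa 594-labeled) in 100 mM sodium acetate pH 7 with 20 uM heparin, 6 hr at 37 C. ThT 30 uM added, 1 hr ambient; Alexa 594 FP and total fluorescence read at 555/632 nm.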
Tau fibril FP – tau fibrillization inhibition (FP). P10636. K18 P301L tau heparin fibrillization, Alexa594 FP, 6 h. Potency, µM (doses to about 57.7 µM), inactives show at the highest dose activity, negative = inhibition, actives largely listed as inhibitors. 0.39% of 280,000 active; further: on the % scale 0 is the no-effect control and ±100 the full control effect; nearly all actives have a fitted effect of over 55% in size
Target sequence (P10636 561-689 P618L limits assumed): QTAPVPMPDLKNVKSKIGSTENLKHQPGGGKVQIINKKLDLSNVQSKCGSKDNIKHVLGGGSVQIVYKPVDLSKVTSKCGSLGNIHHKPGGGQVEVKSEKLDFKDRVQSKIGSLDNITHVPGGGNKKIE
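Human K18 P301L fragment (15 uM unlabeled plus 0.24 uM Alexa 594-labeled) in 100 mM sodium acetate pH 7 with compound, aggregation induced by 20 uM heparin for 6 hr at 37 C. ThT (30 uM) added for 1 hr, then Alexa 594 FP read.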
Tau fibril ThT – inhibitors of human tau fibril formation, thioflavin T binding | P10636 | AID 1460 | Potency, µM (top dose mostly 57.4 µM), for inactives: at the top dose activity, negative = inhibition, hits mostly inhibitors | 2.1% of 270,000 active | recombinant tau K18 P301L (four-repeat tau fragment), heparin-induced fibrillization, ThT fluorescence; further: on the % scale 0 is the no-effect control and ±100 the full control effect; nearly all actives have a fitted effect of over 55% in size
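Heparin-induced (20 uM) aggregation of recombinant human K18 P301L tau, 15 uM unlabeled with 0.24 uM labeled, pH 7 acetate buffer, 6 hr at 37 C with compound. Fibrils quantified by 30 uM ThT fluorescence after 1 hr ambient incubation.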
GAA glycogen mod – GAA glycogen-cleavage inhibition or activation. AID 2100. P10253. recombinant GAA, glycogen substrate, Amplex Red glucose oxidase fluorescence. 0.38% of 300,000 active. Potency, µM (series often up to 76.4 µM), without a hit: top-dose activity change, negative = inhibition, usual class: inhibitors;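 further: 0% = full enzyme reaction and -100% = no-enzyme basal signal; the screen sought inhibitors and activators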
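Recombinant enzyme (4 nM final) with compounds titrated up to 77 uM and bovine liver glycogen (30 ug) in citrate pH 5.0, 0.01% Tween-20, 37 C 40 min. Released glucose detected by Amplex Red/glucose oxidase (Ex 573/Em 610); AC50 from Hill fits.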
An asterisk follows results filed as active; [ ] = another dose, or the depositor's remark. The call rests on the fitted dose curve; in most records, active means well fitted curve in the direction sought with a large enough effect; inconclusive means small, poorly fitted or top-dose-only effect, or another doubt; inactive means no such curve, though single readings can be large; an effect the other way counts as inactive or inconclusive. Potency means the concentration at half of the fitted maximal effect.

Results for c1ccc(-c2n[nH]c3c2CCC3)cc1 ?
GLA spleen mod: -12%; GAA inhib: -7%; aGlu spleen mod: -13%; HTT cytoprotect: 2%[0.074 µM]; Tau fluor counter: -9%; Tau fibril FP: -10%; Tau fibril ThT: -19%; GAA glycogen mod: 0%

Results for COc1ccc(CNC(=S)Nc2cc(OC)ccc2OC)cc1 ?
GLA spleen mod: 6%; GAA inhib: -4%; aGlu spleen mod: -6%; HTT cytoprotect: 29%[10 µM]; Tau fluor counter: -6%; Tau fibril FP: 9%; Tau fibril ThT: 0%; GAA glycogen mod: -8%

How did C=CCON1C(=O)C(=O)N(OCC=C)[C@H]2CCCC[C@H]21 do in these assays?
GLA spleen mod: -2%; aGlu spleen mod: 4%; HTT cytoprotect: -8%[10 µM]; Tau fluor counter: -1%; Tau fibril FP: 7%; Tau fibril ThT: -5%; GAA glycogen mod: 2%

What do the screens show for `COc1ccc(CNC(=O)COC(=O)Cc2ccc(Cl)cc2Cl)cc1`?
GLA spleen mod: -2%; GAA inhib: -1%; aGlu spleen mod: 1%; HTT cytoprotect: -87%[inhibitor][1.9 µM]; Tau fluor counter: -3%; Tau fibril FP: 0%; Tau fibril ThT: -1%; GAA glycogen mod: 2%

Results for O=C(COC(=O)c1ccc(F)cc1)Nc1nc2ccc([N+](=O)[O-])cc2s1 ?
GLA spleen mod: 3%; GAA inhib: -9%; aGlu spleen mod: -7%; HTT cytoprotect: -17%; Tau fluor counter: -16%; Tau fibril FP: 2%; Tau fibril ThT: -14%; GAA glycogen mod: -2%

What do the screens show for `CCCC(c1nnnn1CS(=O)(=O)c1ccc(C)cc1)N1CCN(c2ccccc2)CC1` (stereo unspecified)?
GLA spleen mod: 4%; GAA inhib: -3%; aGlu spleen mod: 1%; HTT cytoprotect: -3%; Tau fluor counter: -21%; Tau fibril FP: 6%; Tau fibril ThT: -12%; GAA glycogen mod: -7%

Results for CCCCOc1ccc(S(=O)(=O)NC(=O)NCc2ccc(OCCC)cc2)cc1 ?
GLA spleen mod: 0%; GAA inhib: 0%; aGlu spleen mod: 3%; HTT cytoprotect: 19%[1.9 µM]; Tau fluor counter: 1%; Tau fibril FP: -1%; Tau fibril ThT: -8%; GAA glycogen mod: 5%

How did CCCCn1nc2cc(C(=O)NCc3cc(C(F)(F)F)cc(C(F)(F)F)c3)ccc2c1OC do in these assays?
GLA spleen mod: 7%; GAA inhib: inconclusive; aGlu spleen mod: 3%; HTT cytoprotect: -6%[10 µM]; Tau fluor counter: -16%; Tau fibril FP: -7%; Tau fibril ThT: -9%; GAA glycogen mod: -1%

Results for O=C1CC(c2ccccc2)CC(=NCCO)/C1=C(\O)CCCN1C(=O)c2ccccc2C1=O (stereo unspecified) ?
GLA spleen mod: 5%; GAA inhib: 0%; aGlu spleen mod: 14%; HTT cytoprotect: -32%; Tau fluor counter: 8%; Tau fibril FP: 3%; Tau fibril ThT: 10%; GAA glycogen mod: 5%

What do the screens show for `CC1(C)CC(=O)C(C=NCCCN2CCOCC2)=C(O)C1`?
GLA spleen mod: 27%; GAA inhib: -9%; aGlu spleen mod: 4%; HTT cytoprotect: -3%; Tau fluor counter: 4%; Tau fibril FP: -12%; Tau fibril ThT: -1%; GAA glycogen mod: 12%

How did CN(Cc1ccccc1)C(=O)Cn1c(=O)oc2cc(S(=O)(=O)NCc3ccccc3)ccc21 do in these assays?
GLA spleen mod: 1%; GAA inhib: -10%; aGlu spleen mod: -2%; HTT cytoprotect: -30%; Tau fluor counter: -16%; Tau fibril FP: -7%; Tau fibril ThT: -7%; GAA glycogen mod: 10%

Results for COc1ccc(NC(=O)CCc2nc3cccnc3n2-c2ccccc2)c(OC)c1 ?
Tau fluor counter: -20%; Tau fibril FP: 0%; Tau fibril ThT: -10%; GAA glycogen mod: 4%[76.3 µM]

What do the screens show for `Cc1cc(C)c2c(c1)c(C)cc1nnc(SCC(=O)c3cccs3)n12`?
GLA spleen mod: 3%; GAA inhib: 2%; aGlu spleen mod: 6%; HTT cytoprotect: -18%; Tau fluor counter: -10%; Tau fibril FP: -18%; Tau fibril ThT: -7%; GAA glycogen mod: 4%

Results for Cc1ccccc1NC(=O)CC1SC(=NC2CCCCC2)NC1=O (stereo unspecified) ?
GLA spleen mod: -9%; GAA inhib: 1%; aGlu spleen mod: -1%; HTT cytoprotect: 13%; Tau fluor counter: -4%; Tau fibril FP: 5%; Tau fibril ThT: -7%; GAA glycogen mod: 0%

Results for CCOc1ccc(N2CC(C(=O)Nc3ccc(F)cc3F)CC2=O)cc1 (stereo unspecified) ?
GLA spleen mod: 0%; GAA inhib: -4%; aGlu spleen mod: 1%; HTT cytoprotect: -11%[10 µM]; Tau fluor counter: -5%; Tau fibril FP: -11%; Tau fibril ThT: 3%; GAA glycogen mod: 4%

Results for COc1ccc(Cl)cc1NC(=S)Nc1ccc(Cl)cn1 ?
GLA spleen mod: 2%; GAA inhib: 7%; aGlu spleen mod: 1%; Tau fluor counter: 5%; Tau fibril FP: -9%; Tau fibril ThT: 6%; GAA glycogen mod: -10%

Results for C=CCOc1ccccc1CNn1nnnc1N ?
GLA spleen mod: 9%; GAA inhib: -12%; aGlu spleen mod: 1%; HTT cytoprotect: -4%[0.074 µM]; Tau fluor counter: -2%; Tau fibril FP: 3%; Tau fibril ThT: -5%; GAA glycogen mod: 12%

How did CCOC(=O)C(C)Sc1ncc(OC)c(=O)[nH]1 (stereo unspecified) do in these assays?
GLA spleen mod: -1%; GAA inhib: -2%; aGlu spleen mod: -2%; HTT cytoprotect: -1%[10 µM]; Tau fluor counter: -5%; Tau fibril FP: -6%; Tau fibril ThT: -4%; GAA glycogen mod: 10%

Results for CCOC(=O)c1nn(-c2cccc(C)c2)c2nnc(Cc3ccc(C)cc3)c(=O)n12 ?
GLA spleen mod: 1%; GAA inhib: -10%; aGlu spleen mod: 1%; Tau fluor counter: -2%; Tau fibril FP: -14%; Tau fibril ThT: -3%; GAA glycogen mod: 0%

What do the screens show for `Cc1ccc(C(=O)NCCSc2ccc(Cl)cc2)cc1S(=O)(=O)Nc1ccccc1`?
GLA spleen mod: -1%; GAA inhib: -14%; aGlu spleen mod: -3%; HTT cytoprotect: -54%[inhibitor]; Tau fluor counter: inconclusive; Tau fibril FP: inconclusive; Tau fibril ThT: 5%; GAA glycogen mod: -4%

How did CCOC(=O)Cc1csc(NC(=O)c2ccc(Br)o2)n1 do in these assays?
GLA spleen mod: -2%; GAA inhib: -4%; aGlu spleen mod: -12%; HTT cytoprotect: -2%; Tau fluor counter: -4%; Tau fibril FP: 1%; Tau fibril ThT: -19%; GAA glycogen mod: 1%

Results for Cc1cc(=O)[nH]c(N/N=C/c2c(C)nn(-c3ccc(F)cc3)c2Cl)n1 ?
GLA spleen mod: 5%; GAA inhib: 3%; aGlu spleen mod: -15%; HTT cytoprotect: 0%[10 µM]; Tau fluor counter: 2%; Tau fibril FP: 3%; Tau fibril ThT: inconclusive; GAA glycogen mod: -11%

What do the screens show for `C/C(=N\Nc1nc2ccccc2[nH]1)c1cccs1`?
GLA spleen mod: -5%; GAA inhib: 3%; aGlu spleen mod: -3%; HTT cytoprotect: -4%[10 µM]; Tau fluor counter: inconclusive; Tau fibril FP: 6%; Tau fibril ThT: inconclusive; GAA glycogen mod: 25µM*

What do the screens show for `O=C(Nc1ccccc1C(=O)O)c1ncn[nH]1`?
GLA spleen mod: 6%; GAA inhib: 1%; aGlu spleen mod: 5%; HTT cytoprotect: 0%; Tau fluor counter: 4%; Tau fibril FP: -4%; Tau fibril ThT: -2%; GAA glycogen mod: 4%

What do the screens show for `CCN1CCCC1CNC(=O)c1c(O)c2c([nH]c1=O)CCCC2` (stereo unspecified)?
GLA spleen mod: -7%; GAA inhib: -6%; aGlu spleen mod: -1%; HTT cytoprotect: -3%; Tau fluor counter: -2%; Tau fibril FP: 7%; Tau fibril ThT: -5%; GAA glycogen mod: 4%

How did Cc1cc2ncc(C(N)=O)cn2n1 do in these assays?
GLA spleen mod: -2%; GAA inhib: 2%; aGlu spleen mod: 0%; HTT cytoprotect: 11%; Tau fluor counter: 2%; Tau fibril FP: 1%; Tau fibril ThT: -1%; GAA glycogen mod: 5%

How did Cc1nn(-c2ccccc2)c(NC(=O)c2cccs2)c(-c2ccccc2)c1=O do in these assays?
GLA spleen mod: -12%; GAA inhib: 1%; aGlu spleen mod: -6%; Tau fluor counter: -13%; Tau fibril FP: -2%; Tau fibril ThT: -16%; GAA glycogen mod: 3%

What do the screens show for `Cc1nc(NS(=O)(=O)c2ccc(Cl)s2)c2c3c(sc2n1)CCCC3`?
GLA spleen mod: -5%; aGlu spleen mod: -9%; HTT cytoprotect: -4%[10 µM]; Tau fluor counter: -9%; Tau fibril FP: 11%; GAA glycogen mod: 1%

How did O=C(N/N=C/c1ccc(Cl)c([N+](=O)[O-])c1)C1CC1 do in these assays?
GLA spleen mod: 2%; GAA inhib: -5%; aGlu spleen mod: 6%; HTT cytoprotect: -22%; Tau fluor counter: -12%; Tau fibril FP: 1%; Tau fibril ThT: inconclusive; GAA glycogen mod: -10%

What do the screens show for `Cc1ncc2c(c1O)COP(=O)(O)OC2`?
GLA spleen mod: 3%; aGlu spleen mod: 0%; HTT cytoprotect: -5%; Tau fluor counter: -6%; Tau fibril FP: -8%; Tau fibril ThT: -3%

How did CC(=O)CC(C)(C)Nc1nc2cc([N+](=O)[O-])ccc2o1 do in these assays?
GLA spleen mod: -3%; aGlu spleen mod: -5%; HTT cytoprotect: 6%[10 µM]; Tau fluor counter: 0%; Tau fibril FP: -6%; Tau fibril ThT: 1%; GAA glycogen mod: 1%
